Screening data from PubChem.
AmpC detergent – inhibitors of E. coli AmpC beta-lactamase with detergent | AID 485294 | 370,000 compounds, 0.041% hits | Potency, µM (highest dose often 114 µM), for inactives: top-dose activity change, negative = inhibition, usual class: inhibitors | AmpC hydrolysis of nitrocefin, absorbance 480 nm, 0.01% Triton | P00811;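 further: potency means the concentration at half of the fitted maximal effect; 0% = no-compound wells and -100% = no-enzyme wells; nearly all actives have a fitted effect of over 25% in size; some results filed as inactive show a strong effect at the top dose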
Target sequence (P00811 whole entry, looked up): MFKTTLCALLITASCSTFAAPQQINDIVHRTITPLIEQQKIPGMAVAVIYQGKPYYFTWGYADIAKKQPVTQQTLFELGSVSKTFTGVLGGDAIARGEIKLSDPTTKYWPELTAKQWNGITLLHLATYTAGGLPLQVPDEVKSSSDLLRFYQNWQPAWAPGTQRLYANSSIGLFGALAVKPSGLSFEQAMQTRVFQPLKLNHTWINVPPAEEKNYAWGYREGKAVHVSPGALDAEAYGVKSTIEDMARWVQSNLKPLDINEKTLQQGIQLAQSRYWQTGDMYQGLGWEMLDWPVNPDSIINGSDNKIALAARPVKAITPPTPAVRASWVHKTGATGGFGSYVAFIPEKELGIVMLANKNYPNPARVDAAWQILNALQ
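20 mM phosphate pH 7.0 + 0.01% (detergent screen) or 0.0001% Triton X-100; 5.3 nM AmpC reagent; cpd preinc 15 min RT; nitrocefin (800 uM stock) to start; A480 q20 s × 4 min; Activity was normalised to no-enzyme and no-compound control wells.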
Sm TGR block – blocks Schistosoma mansoni thioredoxin glutathione reductase | 360,000 compounds, 3% hits | Q962Y6 | purified TGR, DTNB reduction, TNB absorbance 405 nm | Potency, µM (doses to about 114 µM), for inactives: at the highest dose activity change, negative = inhibition, most hits filed as inhibitors; further: potency means the concentration at half of the fitted maximal effect; nearly all actives have a fitted effect of over 60% in size
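First, TGR (20 nM dispensed) and NADPH were mixed with compound. Second, a 15 min room-temperature incubation followed. Third, further NADPH and then DTNB were added to start the reaction. Finally, TNB absorbance was monitored kinetically.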
HCV inhibitor – blocks hepatitis C virus. 340,000 compounds, 3.4% hits. Huh7.5.1 HCVcc-Cre infection, luciferase reporter, 44 h. Potency, µM (highest dose often 41.8 µM), without a hit: at the highest dose activity change, negative = inhibition, actives largely listed as inhibitors. AID 651820; further: potency means the concentration at half of the fitted maximal effect
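Compounds are dispensed onto cells plated 4 h earlier at 1,000 per well, with HCVcc-Cre virus (about 0.5 moi) added next. Following 44 h of culture, luminescent signal is measured for 15 sec after 15 min with substrate at room temperature.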
HCMV inh – blocks human cytomegalovirus replication. AID 1259415. HFF cells, HCMV-luciferase reporter, 72 h; hits give low values. 410,000 compounds, 4.5% hits. activity change, negative = inhibition, % at 57.5 µM; in the data active means activity change below about -60%; inconclusive means no clear call, values can overlap the other calls; inactive means above about -39%
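Inhibition of viral replication was scored as loss of reporter luminescence in HFFs infected with HCMV-luciferase (MOI 1 PFU/cell) for 72 h; compounds tested at 2 doses, normalized to buffer and Salinomycin controls.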
FBPA Giardia inh – blocks Giardia fructose-bisphosphate aldolase activity; A8B2U2; purified Giardia FBPA; Potency, µM (titrated, usually from 59.6 µM), without a hit: at the top dose activity, negative = inhibition, actives largely listed as inhibitors; 290,000 compounds, 0.71% hits; further: potency means the concentration at half of the fitted maximal effect; nearly all actives have a fitted effect of over 55% in size
Target sequence (A8B2U2 whole entry, looked up): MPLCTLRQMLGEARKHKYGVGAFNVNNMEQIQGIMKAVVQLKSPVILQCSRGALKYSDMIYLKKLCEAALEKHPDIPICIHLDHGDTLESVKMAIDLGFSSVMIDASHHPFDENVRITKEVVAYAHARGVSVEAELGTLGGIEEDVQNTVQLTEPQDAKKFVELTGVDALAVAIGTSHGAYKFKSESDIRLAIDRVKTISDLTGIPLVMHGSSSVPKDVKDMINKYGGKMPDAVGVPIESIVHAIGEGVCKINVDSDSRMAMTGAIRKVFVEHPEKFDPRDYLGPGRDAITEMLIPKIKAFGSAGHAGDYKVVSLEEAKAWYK
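Giardia FBPA (40 nM reagent) was preincubated 10 min at RT with compound (up to 57.5 uM final), then substrate plus GAPDH/TPI/NAD/arsenate coupling system with diaphorase/resazurin was added; resorufin fluorescence (525/598 nm) was read after 20 min.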
AmpC no deterg – AmpC beta-lactamase inhibition without detergent. Potency, µM (series often up to 57.1 µM), for inactives: top-dose activity change, negative = inhibition, hits mostly inhibitors. 330,000 compounds, 0.52% hits. AmpC nitrocefin hydrolysis, absorbance 480 nm, 0.0001% Triton;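 further: potency means the concentration at half of the fitted maximal effect; plate controls were no compound for no effect and no enzyme for full effect; nearly all actives have a fitted effect of over 20% in size; some results filed as inactive show a strong effect at the top dose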
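AmpC (5.3 nM in the dispensed reagent) in 20 mM phosphate pH 7.0 with 0.01% (detergent screen) or 0.0001% Triton X-100 was preincubated with compounds for 15 min at room temperature. Nitrocefin was then added from an 800 uM solution, and hydrolysis was followed at 480 nm.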
Active calls of the source: *; ? = inconclusive; / = not tested or not shown; & = joins results of further samples; [ ] = remark or other dose. Unless noted, the call rests on the fitted dose curve; in most records, active means well fitted curve in the direction sought with a large enough effect; inconclusive means small, poorly fitted or top-dose-only effect, or another doubt; inactive means no such curve, though single readings can be large; an effect the other way counts as inactive or inconclusive. Unless noted, on the % scale 0 is the no-effect control and ±100 the full control effect.

SMILES	AmpC detergent	Sm TGR block	HCV inhibitor	HCMV inh	FBPA Giardia inh	AmpC no deterg
CCOc1ccccc1NC(=O)CSc1nc2c(c(=O)n1C)SC(C)C2 (configuration not stated)	-10%	-2%	?	-34	1%	-13%
CCOC(=O)C1=CN(Cc2cccc(F)c2)S(=O)(=O)NC1c1ccccc1 (configuration not stated)	/	/	?	-22	/	-24%
COc1ccc([N+](=O)[O-])cc1NCc1cccnc1	3%	-4%	7.9µM*	10	-4%	-15%
Cc1ccc2nc(-c3ccncc3)c(NC3CCCCC3)n2c1	-7%	5%	?	-10	-1%	-31%
CCN(CC(=O)NC(=O)Nc1ccccc1F)Cc1ccccc1	?	-4%	20%	-7	/	-17%
O=C1CCCC2=C1Sc1ccccc1N2	-3%	-15%	-18%	92	-18%	-21%
CC(C)CCOP(=O)(c1ccc(N(C)C)cc1)C(O)c1ccccc1F (configuration not stated)	5%	10%	1%	-16	11%	100%[activator]
Clc1ccc(-c2nnc(-c3cccnc3)o2)cc1	2%	3%	1%	82	-5%	-1%
OCCNCCO	-6%	?	11%	5	6%	-20%
Cc1ccc(C)c(N2CCN(C(=O)c3c(C)oc4nc(C)nc(N5CCOCC5)c34)CC2)c1	-9%	-1%	/	-34	/	/

Gathered by group: the compounds so far with nitrogen in an aromatic ring
SMILES	AmpC detergent	Sm TGR block	HCV inhibitor	HCMV inh	FBPA Giardia inh	AmpC no deterg
CCOc1ccccc1NC(=O)CSc1nc2c(c(=O)n1C)SC(C)C2 (configuration not stated)	-10%	-2%	?	-34	1%	-13%
COc1ccc([N+](=O)[O-])cc1NCc1cccnc1	3%	-4%	7.9µM*	10	-4%	-15%
Cc1ccc2nc(-c3ccncc3)c(NC3CCCCC3)n2c1	-7%	5%	?	-10	-1%	-31%
Clc1ccc(-c2nnc(-c3cccnc3)o2)cc1	2%	3%	1%	82	-5%	-1%
Cc1ccc(C)c(N2CCN(C(=O)c3c(C)oc4nc(C)nc(N5CCOCC5)c34)CC2)c1	-9%	-1%	/	-34	/	/

Further entries.
SMILES	AmpC detergent	Sm TGR block	HCV inhibitor	HCMV inh	FBPA Giardia inh	AmpC no deterg
CCOC(=O)/C(C#N)=C1/C=C(C)NC(c2ccccc2O)=N1	?	6%	?	-103*	-14%	-41%
Cn1cc([N+](=O)[O-])c(C(=O)N2CCN(Cc3ccc4c(c3)OCO4)CC2)n1	10%	-2%	-2%	-21	/	1%
COc1ccc(CCN(Cc2nc3ccccc3c(=O)[nH]2)C(=O)C2CC2)cc1	3%	/	?	-9	2%	-2%
CC(=O)c1c(O)c2ccccc2n(C(C)C)c1=O	3%	6%	-1%	9	-21%	-9%
CC(C)NC(=O)c1ccc(CN2CCc3ccccc3C2)cc1	-12%	9%	5%	-4	3%	-9%
COc1ccccc1NC(=O)C1CCN(S(C)(=O)=O)CC1	-10%	-10%	15%	7	7%	-24%
CCN1CCN(C(c2cccs2)C(C)NC(=O)c2ccccc2OC)CC1 (configuration not stated)	?	-1%	1%	4	10%	10%
CCCCCn1c(=O)c(C(=O)Nc2nc(CC(=O)OCC)cs2)c(O)c2ccccc21	-4%	-10%	-2%	-10	2%	-16%
COC(=O)Cc1c(C)c2ccc(OCC(=O)NCc3ccc4c(c3)OCO4)cc2oc1=O	-5%	1%	-13%&-12%	-12	0%	-4%
CC(C)(CC(=O)OCC(=O)Nc1ccc(F)c(Cl)c1)CC1=NS(=O)(=O)c2ccccc2N1	1%	-8%	/	1	/	/
O=c1c2ccccc2nc(-c2cccs2)n1-c1ccccc1	-2%	20%	4%	2	5%	-17%
Cc1ccc(-n2nc(C(=O)N3CCN(c4cc(C)ccc4C)CC3)c3c4ccccc4n(C)c3c2=O)cc1	1%	3%	/	-19	/	/
O=C(CNC(=O)c1ccco1)NCC(=O)OCc1ccc(Cl)cc1	?	0%	2%	-4	2%	-6%
CCOc1ccc(CCNC(=O)CS(=O)(=O)Cc2nc(-c3ccc(OC)cc3)oc2C)cc1	?	-25%&-24%	-13%	-21&-13	-9%	59%
CCOc1ccc(CCNC(=O)CSc2nc3ccccc3nc2Cc2ccc(C)cc2)cc1OCC	?	-6%	/	7	/	/
CCOc1ccccc1OCCCCCc1c(C)n[nH]c1C	-13%	5%	?	-10	-22%	47%
COCCCNC(=O)c1ccc2c(c1)nc1n2CCCCC1	-1%	1%	/	84	/	/
COc1cc(-c2nc(S(=O)(=O)c3ccc(C)cc3)c(N3CCOCC3)o2)cc(OC)c1OC	-5%	?	-14%	116	35µM*	-4%
Cc1cccc(NC(=O)CCCn2c(=S)[nH]c3ccccc3c2=O)c1	-4%	-4%	-14%	3	3%	?
COCCCn1c(SCC(=O)N2CCc3ccccc32)nnc1-c1ccco1	?	-22%	2%	-17	-3%	-18%
Cc1nc(C)n(C(C)CNS(=O)(=O)c2ccc(Cl)cc2)n1 (configuration not stated)	-5%	-1%	12%	23	2%	-6%
CNc1nc(SCc2ccccc2)nc(N2CCOCC2)n1	6%	1%	?	11	0%	0%
CCOC(=O)CNC(=O)CSc1cc(C)nc2ccc(OC)cc12	0%	35%	-17%	-22	3%	-8%
CCOc1nc(Nc2ccc(F)cc2)nc(N2CCN(c3ccc(OC)cc3)CC2)n1	?	0%	-20%	?	-2%	-35%
O=C(NCCS(=O)(=O)N1CCCCCC1)c1ccc(F)cc1	-6%	0%	14%	-16	/	-12%
Cc1ccc(NC(=O)c2cc(-c3cccs3)on2)cc1	-1%	-9%	-4%	7	4%	-29%
COc1ccc(NC(=O)CCNS(=O)(=O)c2ccccc2F)cc1S(N)(=O)=O	-9%	4%	24%	1	10%	-7%
CCOC(=O)c1cn[nH]c1NC(=S)Nc1ccc(OC)cc1	-6%	?	?	?	?	-25%
CCn1c(CNc2ccc(F)cc2)nnc1SCCN1CCCCC1	?	1%	2%	1	-6%	0%
O=c1[nH]c2ccccc2c(=O)n1-c1ccc(Cl)cc1Cl	-9%	-2%	-10%	12	-3%	-24%

Random excerpt: 2 compounds from above.
SMILES	AmpC detergent	Sm TGR block	HCV inhibitor	HCMV inh	FBPA Giardia inh	AmpC no deterg
O=C(NCCS(=O)(=O)N1CCCCCC1)c1ccc(F)cc1	-6%	0%	14%	-16	/	-12%
CCOC(=O)CNC(=O)CSc1cc(C)nc2ccc(OC)cc12	0%	35%	-17%	-22	3%	-8%

Following part:
SMILES	AmpC detergent	Sm TGR block	HCV inhibitor	HCMV inh	FBPA Giardia inh	AmpC no deterg
O=C(CSCc1ccco1)N1CCc2ccccc21	1%	?	1%	/	3%	-20%
CCn1nnnc1SCC(=O)NCc1cccs1	?	-15%	3%	11	-3%	-4%
O=C(NCc1ccc(F)cc1)c1ccc2c(Cl)c3c(nc2c1)CCCC3	-11%	-10%	/	-73*	/	/
CC(C)CC1NC(=O)N(CC(=O)Nc2ccc(OCc3ccccc3)cc2)C1=O (configuration not stated)	?	-13%	?	5	/	-7%
O=C(C1CCN(S(=O)(=O)c2cc(Cl)ccc2Cl)CC1)N1CCOCC1	-11%	0%	-1%	-11	1%	28%
COc1ccc(Nc2c(-c3ccc(C)o3)nc3cc(C)ccn23)cc1	15%	-23%	/	-30	/	/
O=C(C1=C[C@@H](C2CCCCC2)C[C@@H](OCc2ccc(CO)cc2)O1)N1CCN(Cc2ccc3c(c2)OCO3)CC1	9%	0%	?	8	-9%	89%[activator]
CC(C)CN(C(=O)CN(C)S(=O)(=O)c1ccc(Cl)cc1)C1CCS(=O)(=O)C1 (configuration not stated)	1%	-19%	/	3	5%	40%
CCn1c(=O)cc(N2CCN(C(=O)c3ccco3)CC2)[nH]c1=O	5%	-2%	14%	0	-9%	0%
O=C(OC1CCOC1=O)c1cccc(S(=O)(=O)Nc2cccc(Cl)c2)c1 (configuration not stated)	-17%	0%	8%	5	4%	-10%
COc1ccc(C)cc1S(=O)(=O)N1CCCC(C(=O)N2CCN(c3ccccc3F)CC2)C1 (configuration not stated)	1%	0%	?	-23	-12%	187%[activator]
Cc1ccc(NC(=O)c2ccc(OC(=O)c3cc4ccccc4o3)cc2)cc1	-1%	-3%	11%	94	5%	-8%
C/C(=N\Nc1nnc2c3ccccc3n(C)c2n1)c1ccc(C)o1	-7%	-11%	-28%	36	-8%	-17%
N/C(=N\NS(=O)(=O)c1ccccc1C(F)(F)F)c1ccccn1	-4%	-6%	13%	18	18µM*	-3%
COc1ccccc1N1CCN(C(=O)CCN2C(=O)c3cccc4cccc(c34)C2=O)CC1	9%	?	?	4	11%	36%
CC(C)c1cccc(C(C)C)c1OC(=O)NC(=O)c1c(F)cccc1F	-12%	6%	-27%	-22	/	-34%
Cc1ccc(CNC(=O)CCCN2C(=O)CCn3nc(-c4cn(C)c5ccccc45)cc32)cc1	0%	-5%	/	3	/	/
CCn1cc(Br)c(C(=O)N2CCN(c3ccccc3)CC2)n1	-7%	-9%	29%	-6	-8%	/
Cc1[nH]nc(SCC(=O)N2CCCCC2)c1[N+](=O)[O-]	0%	1%	2%	34	-20%	-31%
Cc1nc(C(=O)N(C)C)nn1-c1ccc([N+](=O)[O-])cc1	-6%	15%	5%	0	4%	-44%
CCOC(=O)c1cc2c(n(-c3ccc(Cl)cc3)c1=O)CCCC2=O	-3%	-7%	-20%	12	4%	-19%
Cc1nn(C(C)C(=O)N2CCOCC2)c(=O)c2nn(-c3ccccc3)c(C)c12 (configuration not stated)	-6%	13%	-3%	-17	/	-14%
Cc1ccc(NC(=O)N(Cc2ccc3c(c2)OCO3)C2CCN(Cc3ccccc3)CC2)cc1Cl	11%	8%	/	-71*	/	/
CCC(CC)C(=O)Nc1cc(=O)n(C)c(=O)n1C	-5%	-1%	0%	14	1%	-10%
CN1CCN(CCCNC(=O)Cn2c(-c3cccs3)cc3cc(Cl)ccc32)CC1	-3%	-17%	/	-69*	/	/
Cc1ccc(S(=O)(=O)Cn2nnnc2C(c2ccc(F)cc2)N2CCCCC2)cc1 (configuration not stated)	-9%	14%	-24%	6	6%	-11%
C#CC(C)(C)NC(=O)CSc1nc2c(c(=O)n(C)c(=O)n2C)n1CCCC	-10%	0%	-16%	-15	2%	5%
COc1ccc(C2CC(=O)c3cnc(N4CCc5ccccc54)nc3C2)c(OC)c1 (configuration not stated)	2%	/	/	/	7%	4%
O=C(COC(=O)c1c2c(nc3ccccc13)CCCC2)c1cccs1	-11%	-4%	?	-8	17%	0%
COc1ccc(CCNC(=O)c2cc(C(=O)c3cc(Cl)ccc3O)cn(CCc3ccc(OC)cc3)c2=O)cc1	2%	?	?	-39	-7%	-29%
CN(C)S(=O)(=O)c1cccc(NC(=O)c2n[nH]c(=O)c3ccccc23)c1	?	-7%	-17%	-38	-8%	-22%
COC(=O)CSc1nnc(-c2ccccn2)n1N	-3%	10%	18%	17	2%	-5%
O=C(Nc1ccccc1Cl)c1ccc(F)c(S(=O)(=O)NCc2ccc(Cl)c(Cl)c2)c1	8%	15%	/	-32	/	/
CCOC(=O)c1csc(NC(=O)C2CCCCC2)n1	-11%	-1%	-7%	24	9%	-26%
CCCNC(=O)c1cc(-c2ccccc2)c(N2CCCCC2)s1	-15%	2%	-29%	0	-5%	-46%
COc1ccc(Cl)c(NC(=O)Cn2nnc(-c3ccccc3N)n2)c1	-3%	18%	?	-3	-3%	-28%
Cc1c(/C=C/C(=O)c2ccc(Cl)s2)cnn1C	-7%	-3%	2%	8	?	-4%
